# TPT1 inhibitor – Candida albicans TPT1 enzyme inhibitors, primary screen, biochemical, fluorescence polarization; tRNA 2'-phosphotransferase TPT1 (Candida albicans SC5314); recombinant caTPT1, FP RNA substrate dephosphorylation; inhibition, % at 5 µM; 0.81% of 300,000 active; AID 1962, 2009;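 active means inhibition above the mean of all tested compounds plus 3 SD, set per screening campaign, cut at about 24% in these data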;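 further: plate controls were DMSO alone for no effect and ferristatin control at 100 nM for full effect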
# Fh CTSL1 inh – Fasciola hepatica cathepsin L1 inhibitors, primary screen, counter-screen for PFM18AAP inhibitor project, biochemical, QFRET, fluorogenic peptide substrate; recombinant F. hepatica cathepsin L1, Z-Leu-Arg-MCA fluorescence; inhibition, % at 5.96 µM; 0.49% of 300,000 active;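 active means inhibition above the mean of all tested compounds plus 3 SD, set per screening campaign, cut at about 17% in these data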;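 further: 0% = plate median of test compound wells and 100% = 1 µM Z-Phe-Ala-diazomethylketone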
# PP5 primary – PP5 phosphatase inhibitors, primary screen, biochemical, fluorescence; Serine/threonine-protein phosphatase 5 (Homo sapiens), P53041; purified PP5c, OMFP substrate fluorescence; inhibition, % at 6.7 µM; 0.18% of 320,000 active; AID 1987, 2009;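 active means inhibition above the campaign's mean inhibition across all tested compounds plus 3 SD, cut at about 9.5% in these data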;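 further: 0% = DMSO only and 100% = 100 µM cantharidin control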
# Target sequence (P53041 whole entry, looked up): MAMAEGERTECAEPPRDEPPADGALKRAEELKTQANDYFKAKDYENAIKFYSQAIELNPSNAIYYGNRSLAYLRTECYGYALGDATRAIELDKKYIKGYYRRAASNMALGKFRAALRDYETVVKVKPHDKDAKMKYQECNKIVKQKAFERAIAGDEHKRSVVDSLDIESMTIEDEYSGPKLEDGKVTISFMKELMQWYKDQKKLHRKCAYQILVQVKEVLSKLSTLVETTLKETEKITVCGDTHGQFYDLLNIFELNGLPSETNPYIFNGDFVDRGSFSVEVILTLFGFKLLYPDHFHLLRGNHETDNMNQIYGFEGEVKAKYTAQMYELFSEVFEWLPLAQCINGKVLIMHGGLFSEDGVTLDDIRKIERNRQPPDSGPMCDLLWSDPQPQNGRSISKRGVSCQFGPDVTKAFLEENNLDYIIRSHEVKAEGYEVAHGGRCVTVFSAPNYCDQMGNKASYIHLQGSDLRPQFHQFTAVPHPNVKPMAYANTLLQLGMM
# GASC-1 inh – inhibitors of GASC-1 histone demethylase, primary screen, biochemical, fluorescence, DELFIA europium | Lysine-specific demethylase 4C (Homo sapiens), Q9H3R0 | GST-JMJD2C(1-420) H3K9me3 demethylation | inhibition, % at 2.35 µM | 0.069% of 330,000 active | AID 2099, 2009;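 active means more than half of a compound's replicate wells show inhibition beyond 50%, single wells judged on their own value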;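 further: signal counts dimethyl H3K9 product captured on neutravidin plate; 0% = median of DMSO wells and 100% = 0.3 times that DMSO median; strong numbers were not always called active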
# Target sequence (Q9H3R0 1-420 limits assumed): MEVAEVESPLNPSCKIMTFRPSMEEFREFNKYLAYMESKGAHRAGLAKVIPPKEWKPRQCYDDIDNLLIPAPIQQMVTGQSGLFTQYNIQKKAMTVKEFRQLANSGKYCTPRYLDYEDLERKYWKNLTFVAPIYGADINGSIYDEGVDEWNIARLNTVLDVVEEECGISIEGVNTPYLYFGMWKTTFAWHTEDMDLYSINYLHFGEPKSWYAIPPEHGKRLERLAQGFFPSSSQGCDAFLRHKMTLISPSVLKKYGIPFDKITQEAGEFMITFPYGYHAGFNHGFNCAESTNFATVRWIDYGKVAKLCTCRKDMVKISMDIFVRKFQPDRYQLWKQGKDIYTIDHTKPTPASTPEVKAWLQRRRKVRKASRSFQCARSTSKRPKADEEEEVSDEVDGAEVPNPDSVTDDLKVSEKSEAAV
# PREPL inh – PREPL enzyme inhibitors, primary screen, biochemical, fluorescence polarization; 0.68% of 320,000 active; AID 2751, 2010; inhibition, % at 5.96 µM; recombinant PREPL, fluorescence polarization activity-based probe; in the data active means inhibition above about 43%;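 further: 0% = enzyme with DMSO and 100% = wells lacking enzyme; many of its hits are not listed in these tables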
# Efflux pump mplx – inhibitors of Candida efflux pumps in yeast, primary screen, S. cerevisiae, Nile Red, multiplex; AID 485275, 2010; S. cerevisiae Candida pump triplex; inhibition, % at 10 µM; 0.44% of 330,000 active;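 active means plate passing quality check with inhibition over a set limit, or well fluorescence over plate mean plus 4 SD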;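 further: Nile Red retained in pooled yeast measured as flow cytometry median fluorescence; 0% = buffer negative control and 100% = Enniatin B positive control; higher means more Nile Red kept so more efflux inhibition; some compounds called inactive have numbers as strong as hits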
# LYPLA2 inh – LYPLA2 inhibitors, primary screen, counter-screen for PME1 inhibitor project, biochemical, fluorescence polarization, FP-Rh probe ABPP; Acyl-protein thioesterase 2 (Homo sapiens), O95372; recombinant LYPLA2; inhibition, % at 5.9 µM; 0.38% of 320,000 active;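 active means inhibition above the screen-wide mean plus 3 SD, limit set per campaign, cut at about 26% in these data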;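 further: 0% = LYPLA2 with DMSO and 100% = wells lacking LYPLA2 enzyme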
# core dimer inh – inhibitors of HCV core protein dimerization, primary screen, biochemical, TR-FRET, high-throughput | TR-FRET GST/Flag-core106 dimerization, 1536-well | inhibition, % at 5 µM | 0.33% of 300,000 active | AID 1899, 2009;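 active means inhibition above the mean of all tested compounds plus 3 SD, set per screening campaign, cut at about 45% in these data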
#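 Material: GST/Flag-tagged HCV core106 proteins. Incubation: 4 h, 22.5 °C incubation. Read-out basis: inhibition (%) from 671 over 617 nm ratio. Measured by: TR-FRET, excitation 340 nm, emission 617 and 671 nm.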
# PP1 counter – PP1-alpha phosphatase inhibitors, primary screen, counter-screen for PP5 inhibitor project, biochemical, fluorescence, OMFP substrate, single point. purified PP1alpha. 0.9% of 320,000 active. inhibition, % at 6.7 µM. Serine/threonine-protein phosphatase PP1-alpha catalytic subunit (Homo sapiens), P62136;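 active means inhibition above the mean inhibition of all tested compounds plus 3 SD, computed separately for each screening campaign, cut at about 15% in these data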
# The depositor's hits bear a star; . = not tested or not shown; & = joins results of further samples. An excerpt (hit frequency here may not be typical).
SMILES,TPT1 inhibitor,Fh CTSL1 inh,PP5 primary,GASC-1 inh,PREPL inh,Efflux pump mplx,LYPLA2 inh,core dimer inh,PP1 counter
CCN1CCN(Cc2nnnn2C(C)(C)C)CC1,-3,0,0.9,3,5,-0.3,7,-1,-2
CC(=O)NN1C(=O)c2ccccc2NC1c1cccnc1 (configuration not stated),0,3,-0.5,72,8,-0.2,5,-2,-2
COc1ccc(-c2nn(CCC#N)cc2C(=O)Nc2ccccc2Br)cc1[N+](=O)[O-],-3,0,6.3,-11,6,0.0,1,-4,-3
N=C1c2ccccc2CN1NC(=O)c1ccc(F)cc1,-1,-6,0.4,2,0,0.0,-1,7,-1
Cc1ccc(C2(O)CCN3CCCCC32)cc1 (configuration not stated),-1,-1,-1.6,-1,5,0.1,3,-1,5
COc1ccc(CCC(=O)NCCc2cnc[nH]2)cc1,1,-20,2.7,2,-5,0.1,1,-4,-2
CCCCCCC(=O)N/N=C/c1c(O)n(C2CC2)c(=S)[nH]c1=O,-1,0,-0.2,9,0,-0.2,8,-1,4
Cc1nn(Cc2ccccc2Cl)c(Cl)c1C(=O)OCC(=O)NCc1ccco1,-3,-2,0.1,4&-2,2,-0.2,-5,1,0
CC(C)[C@]12CC(=O)[C@H](C)[C@H]1C2,.,.,2.2,11,16,-0.1,2,.,-3
Cc1cc(O)c(CN2CC=C(c3ccccc3)CC2)cc1C(C)C,0,-2,3.2,-10,6,-0.2,-3,-9,-2
COc1ccc(-n2nc(C(=O)NCC(=O)N3CCC4(CC3)OCCO4)c3ccccc3c2=O)cc1Cl,-1,1,1.4,-6,8,0.0,-1,0,3
COc1ccccc1CN1CCCC(C(=O)c2ccccc2SC)C1 (configuration not stated),-1,-7,-0.6,-2,-10,0.1,1,0,-6
CC1(C)Cc2c(C#N)c(N3CCNCC3)nc(-c3ccco3)c2CS1,0,2,4.7,14,-12,0.0,-1,7,7
O=C(c1ccccc1F)c1cn(Cc2ccc(F)cc2)c2ccccc12,1,3,2.2,-10,-1,0.2,-2,10,1
CCN1CCN(C(=O)Cc2ccccc2OC)CC1,1,-2,-1.6,-6,-8,-0.1,4,1,1
O=c1[nH]c(O)c(/C=C2\C=Nc3ccc(OCc4ccccc4)cc32)c(=O)[nH]1,-31,2,0.2,4,4,0.1,-10,24,19*
Cc1ccc2[nH]c(C)c(CCNCc3ccco3)c2c1,0,-1,-1.0,6,25,0.0,-4,-8,6
CN1C2CCC1CC(OC(=O)c1ccc(Cl)cc1)C2 (configuration not stated),-5,4,-0.2,0,2,-0.3,0,-7,-2
Cc1ccc(C)c(Cn2c(C(=O)O)c(C=O)c3ccccc32)c1,124*,8,0.7,4,-7,0.0,-11,-1,-1
COc1ccc(OCCSc2nnnn2C2CCCCC2)cc1,-3,0,0.0,2,-1,0.0,-8,10,3
CN(C)C(Cc1ccccc1)C(=O)c1ccc(-c2ccccc2)cc1 (configuration not stated),0,-3,2.2,4,8,0.2,-3,-1,-3
COCCCN1CCN(c2nnc3n2-c2sc(Br)cc2C(c2ccccc2Cl)=NC3)CC1,-1,-4,2.0,-1,-5,0.0,4,-4,-1
C=CCn1c(O)c(C(C)=NCc2ccco2)c(=O)[nH]c1=O,1,-2,-4.1,-6,0,-0.1,-5,0,3
Cc1ccccc1CN1CCCN(Cc2ccc(Cl)cc2)S1(=O)=O,0,1,-0.4,13,-3,0.1,-5,-4,2
CC(C(=O)c1c[nH]c2ccccc12)N1CCN(C(=O)c2ccco2)CC1 (configuration not stated),0,-3,2.5,13,4,0.2,0,4,-1
CCCC(C)C1(CC)C(=O)NC(=Nc2ccc(OC)cc2)NC1=O (configuration not stated),-1,-6,0.3,-10,2,0.1,-7,-1,1
COc1ccccc1N1CCN(Cc2ccccc2F)CC1,-2,-3,1.6,0,-2,0.0,-5,-2,-3
CCOC(C[n+]1c(-c2ccccc2)cc(C)cc1-c1ccccc1)OCC,-2,0,0.4,-5,17,-0.1,5,-12,1
C[N+]12CN3CN(CN(C3)C1)C2,1,-2,-1.2,-3,-8,0.0,0,-3,-1
CCC/C=N/O,.,.,-0.2,26,10,-0.2,0,.,1

# Quoted from the listing.
# Efflux pump mplx, CN1C2CCC1CC(OC(=O)c1ccc(Cl)cc1)C2 (configuration not stated) → -0.3
# Fh CTSL1 inh, CN(C)C(Cc1ccccc1)C(=O)c1ccc(-c2ccccc2)cc1 (configuration not stated) → -3

# (cont.)
SMILES,TPT1 inhibitor,Fh CTSL1 inh,PP5 primary,GASC-1 inh,PREPL inh,Efflux pump mplx,LYPLA2 inh,core dimer inh,PP1 counter
Cc1cc(C)cc(-n2c(O)c(C=Nc3ccc(N4CCOCC4)cc3)c(=O)[nH]c2=S)c1,35*,-6,1.1,-15,1,-0.1,1,8,-3
CCC1(CC)C(=O)NC(=Nc2cccc(C(F)(F)F)c2)NC1=O,0,0,1.2,4,-5,0.0,5,-4,3
CCN(CC)C(=O)c1ccc(NC(=O)c2cccc(S(=O)(=O)N3CCN(C)CC3)c2)cc1,-2,-2,1.6,-1,18,0.1,8,0,-1
COc1ccc(Cn2c(O)c(C=NCCN3CCOCC3)c(=O)[nH]c2=O)cc1,1,-2,-2.5,13,-3,0.0,-2,-1,1
O=C(CN1CC=C(c2ccccc2)CC1)NC(=O)NCc1ccccc1,2,-2,1.2,-5,-7,0.3,1,3,2
CN1C(=O)C(=Cc2c(OCc3cnc(Cl)s3)ccc3ccccc23)C(=O)N(C)C1=O,2,0,2.1,5,-6,-0.1,-1,12,0
N/C(=N\N=C\c1ccc(O)cc1O)N[N+](=O)[O-],-2,6,1.0,19,-6,-0.2,-1,-15,4
Cc1ccc(N=C(/N=C(\N)N[N+](=O)[O-])Nc2ccc(C)cc2)cc1,1,2,-0.7,0,20,-0.1,-2,-5,-4
Cn1c(O)c(/C=C2\C=Nc3ccccc32)c(=O)n(C)c1=O,20,3,5.1,-31,19,0.0,-4,-4,2
CCCC[N+]1(C)C2CC(OC(=O)C(CO)c3ccccc3)CC1C1OC12 (configuration not stated),0,-2,0.5,36,-1,0.0,4,5,-4
COc1cc(-c2ccc(N)c(OC)c2)ccc1N,.,.,-2.6,16,9,0.0,-7,.,-3
O=C(c1cc(S(=O)(=O)N2CCC3(CC2)OCCO3)ccc1F)N1CCC2(CC1)OCCO2,0,-11,-1.2,15,4,0.1,-3,1,-4
CC(C)(C)C(=O)c1cn(CC(=O)NCc2ccco2)c2ccccc12,-2,-4,2.4,9,0,0.2,4,-3,1
COc1cc(CN=C(C)c2c(O)n(C3CCCCC3)c(=O)[nH]c2=O)cc(OC)c1,-1,2,2.0,-2,24,-0.1,-10,10,-1
C=CCn1c(O)c(C=Nc2ccc(N(CC)CC)cc2)c(=O)[nH]c1=O,23,6,0.9,8,17,-0.2,7,0,2
O=c1[nH]c(=O)n(CCC2=CCCCC2)c(O)c1C=NCc1cccnc1,-1,2,1.1,-16,0,0.0,-1,6,-4
COC(=O)C1=C(c2ccc(C(C)=O)cc2)C[C@@H]2CC[C@H]1N2C(=O)NCCNC(C)=O,.,.,-1.7,-2,0,-0.3,0,.,-2
O=C(N/N=C1/CN2CCC1CC2)c1cc2ccccc2cc1O,7,-2,1.9,-12,24,0.1,-17,-5,5
O=C1CN=C(c2ccc(Br)cc2)c2c(sc3c2CCCC3)N1CCN1CCCCC1,-4,4,-0.6,1,-50,0.3,12,4,-3
Cc1ccc(C(=O)N[C@@H](C)CN2C3=NC[C@H](Cc4ccccc4)N3C[C@H]2Cc2ccc(O)cc2)cc1Br,1,2,6.0,-18,-55,0.1,2,-7,12
CN1CCN(c2ccc([N+](=O)[O-])c(SCCO)c2)CC1,4,9,0.0,58,1,-0.1,-5,-7,-2
O=C(c1ccccc1[N+](=O)[O-])N1CCC2(CC1)OCCO2,-1,0,0.4,0,-2,-0.1,-5,6,-2
COC(=O)C(O)(c1c(C)[nH]n(-c2ccccc2)c1=O)C(F)(F)F (configuration not stated),3,20*,4.5,-6,-3,-0.1,9,0,-1
Cc1cnc(-n2c(=S)[nH]c3ccccc3c2=O)s1,.,.,0.4,5,9,0.2,-7,.,-1
C=CCn1c(O)c(C(C)=NCCC2=CCCCC2)c(=O)[nH]c1=O,-2,1,1.8,6,-3,-0.1,4,-3,1
CCC(=NCCCO)c1c(O)n(-c2ccc(OC)cc2)c(=O)[nH]c1=O,2,0,-2.0,1,-3,-0.1,4,-3,-4
O=[N+]([O-])c1cc([As](=O)(O)c2ccc(O)c([N+](=O)[O-])c2)ccc1O,-4,12,1.6,7,3,-0.1,2,-9,7
CN1CCCN(C(=O)COc2ccc(F)cc2F)CC1,5,-2,1.5,6,-1,-7.7,-6,-4,-3
COC(=O)C1=C(c2ccccc2OCc2ccccc2)C[C@@H]2CC[C@H]1N2C(=O)NCc1ccc([N+](=O)[O-])cc1,.,.,2.3,.,25,0.5,-2,.,6
CNC(=O)OCc1n(C)cc[n+]1C,0,-2,1.1,-6,8,0.1,-7,-4,0
OC1/C(=C/c2ccccc2C(F)(F)F)N2CCC1CC2 (configuration not stated),-1,-3,-3.7,-13,2,-0.2,2,-3,5
O=c1c2ccccc2nc(-c2ccc(Cl)cc2Cl)n1-c1ccncc1,-1,-2,1.4,-11,-13,0.2,6,-9,-5
COC(=O)C1=C(c2ccc(-c3ccccc3)c(F)c2)C[C@@H]2CC[C@H]1N2C(=O)NCCNC(C)=O,.,.,0.4,1,-3,0.0,0,.,0
O=C1N[C@H](Cc2ccccc2)C(=O)N2[C@@H]3[C@H](C[C@@H]12)c1ccccc1N3OOSc1ccccc1,-1,-1,0.8,-3,11,0.1,6,9,-3
Cc1ccc(-n2c(O)c(/C=N/c3ncc(Br)cc3Br)c(=O)[nH]c2=O)cc1,4,5,-0.3,-19,9,0.5,0,11,3
COc1cc2nc(CN3CC=C(c4ccccc4)CC3)[nH]c(=O)c2cc1OC,5,8,1.1,8,26,0.4,-1,5,2
Cc1ccc2c(c1)CCCN2N=O,2,1,2.5,-6,6,-0.1,5,-2,2
COC(=O)C1=C(c2cc3ccccc3s2)C[C@@H]2CC[C@H]1N2C(=O)NCc1ccco1,1,0,0.7,-6,-22,-0.2,-1,9,1
COC(=O)[C@@H]1C[C@H]1[C@@H](NP(=O)(c1ccccc1)c1ccccc1)c1ccccc1,0,5,-0.3,0,11,0.1,-3,-8,1
CCC1C(C#N)=C(N)Oc2c1c(=O)oc1ccccc21 (configuration not stated),3,-6,0.3,12,1,0.0,-9,1,0
Cc1ccnc(-n2c(C)cc(/C=C3\C(=O)NC(=S)N(C)C3=O)c2C)c1,10,-1,2.8,1,-11,-0.5,1,11,1
CCc1ccc(CN2CCN(Cc3ccc(SC)cc3)CC2)cc1,-4,3,2.6,3,4,-0.2,4,-18,5
Cc1ccc(/C=C2/C(=O)NC(=O)N(CC3CCCO3)C2=O)s1 (configuration not stated),0,-2,-0.2,-4,0,-0.1,5,7,0

# Screening data as filed in PubChem.
